Bioassay records: PubChem, several laboratories
Scp-1 inhibitor: blocks human Scp-1 phosphatase activity; Q9GZU7; Recombinant Scp1, phosphopeptide, malachite green phosphate absorbance; inhibition, % at 20 µM; actives 0.88% (n = 340,000);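 active means inhibition above about 50% at 20 µM, limit read from the data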;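 further: plate controls were DMSO wells with enzyme for no effect and wells lacking enzyme for full effect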
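System: truncated SCP-1 phosphatase (76-261aa); medium: Tris acetate buffer pH 5.5 with MgCl2 and Tween-20; incubation: 45 min room-temperature reaction, 5 min colour, 30 min stabiliser; compound: single 20 µM dose, 1% DMSO; reagent: Phosphorylated 17-residue peptide substrate; read-out: % inhibition at 20 µM; technique: colorimetric free-phosphate detection, absorbance 630 nm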
NadD inh: inhibitors of Staphylococcus aureus NadD; AID 602399; purified NadD enzyme, colorimetric absorbance read-out; actives 0.78% (n = 360,000); inhibition, % at 20 µM; in the data active means inhibition above about 26%; further: some compounds past the cut are filed as inactive
STEP block: blocks human striatal-enriched tyrosine phosphatase; P54829; recombinant STEP, OMFP fluorogenic substrate, fluorescence; inhibition, % at 20 µM; actives 0.25% (n = 360,000); AID 588621;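 active means inhibition at 20 µM, scaled per plate between control wells, above about 37%, limit read from the data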;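 further: 0% = DMSO with enzyme and substrate and 100% = substrate only without enzyme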
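System: STEP phosphatase, cell-free reaction; Buffer or medium: Bis-Tris pH 6.0 buffer with DTT, detergent; Incubation: 20 min at room temperature, dark; Measured by: fluorescence, 480/540 nm.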
Neddyl block: blocks human cullin neddylation; P61081+Q13564; TR-FRET cullin neddylation, biochemical; calls only at 25 µM; actives 0.58% (n = 360,000); AID 651699; in the data active means inhibition above about 36%
Rpn11 block: blocks the human proteasome subunit Rpn11 | O00487 | human 26S proteasome, Ub4-pepOG fluorescence polarization; 20S core pre-blocked with epoxomicin | calls only at 20 µM | actives 0.59% (n = 360,000) | AID 588493;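 active means inhibition at 20 µM, scaled to each plate's controls, above about 33%, limit read from the data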
Target sequence (O00487 whole entry, looked up): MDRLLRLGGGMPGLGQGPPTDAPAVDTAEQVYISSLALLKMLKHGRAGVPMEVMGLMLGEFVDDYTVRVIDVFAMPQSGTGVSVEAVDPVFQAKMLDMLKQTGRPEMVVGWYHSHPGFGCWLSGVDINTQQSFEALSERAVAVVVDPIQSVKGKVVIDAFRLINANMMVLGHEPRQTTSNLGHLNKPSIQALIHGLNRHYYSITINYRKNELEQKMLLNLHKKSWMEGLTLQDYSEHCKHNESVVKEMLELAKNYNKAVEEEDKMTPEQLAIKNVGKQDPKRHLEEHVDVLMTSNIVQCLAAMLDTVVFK
Rin1-Abl PPI inh: inhibitors of human Rin1-Abl protein interaction | actives 0.4% (n = 360,000) | TR-FRET Rin1/Abl binding, biochemical | P00519+Q13671 | inhibition, % at 7.35 µM; in the data active means inhibition above about 5%, passing the limit was not always enough
CSN inh: CSN deneddylation inhibition; Q92905; Purified CSN, SCF-Nedd8-OG deneddylation, fluorescence polarization; inhibition, % at 12.5 µM; actives 0.38% (n = 360,000); AID 651999;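 active means pattern-corrected inhibition above about 35%, with an unprinted fluorescence ratio check between 0.5 and 1.5, limit read from the data, passing the limit was not always enough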;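 further: 0% = enzyme with substrate and 100% = substrate without enzyme; some results filed as inactive read as strong as hits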
Target sequence (Q92905 whole entry, looked up, one chain of several): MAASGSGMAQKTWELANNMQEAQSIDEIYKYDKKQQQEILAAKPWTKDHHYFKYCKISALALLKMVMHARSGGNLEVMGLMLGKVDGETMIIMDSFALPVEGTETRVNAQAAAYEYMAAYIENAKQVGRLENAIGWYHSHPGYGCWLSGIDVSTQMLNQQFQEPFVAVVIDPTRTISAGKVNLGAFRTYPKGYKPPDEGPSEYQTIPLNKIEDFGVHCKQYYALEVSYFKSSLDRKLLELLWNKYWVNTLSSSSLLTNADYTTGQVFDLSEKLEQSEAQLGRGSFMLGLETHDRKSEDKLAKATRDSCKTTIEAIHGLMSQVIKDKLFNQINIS
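Assay system: Purified human Csn5 enzyme expressed in HEK293T cells | Amount: Enzyme 0.24 nM | Measured by: Fluorescence polarization readout | Medium: Tris/NaCl/DTT buffer, pH 7.5 | Compound dosing: One concentration, 12.5 µM, 0.25% DMSO | Times: 90 min incubation of compound, enzyme and substrate at room temperature | Control set: no-enzyme wells high, enzyme-with-substrate wells low | Read-out: % inhibition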
LMPTP block: LMPTP (human) inhibition | P24666 | recombinant LMPTP-A, OMFP fluorogenic substrate, fluorescence intensity | inhibition, % at 20 µM | actives 0.22% (n = 360,000) | AID 651560;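 active means compounds that cut the enzyme signal by at least half of the control window in the single-dose screen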;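 further: plate controls were DMSO wells with enzyme plus substrate for no effect and substrate without enzyme for full effect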
Target sequence (P24666 whole entry, looked up): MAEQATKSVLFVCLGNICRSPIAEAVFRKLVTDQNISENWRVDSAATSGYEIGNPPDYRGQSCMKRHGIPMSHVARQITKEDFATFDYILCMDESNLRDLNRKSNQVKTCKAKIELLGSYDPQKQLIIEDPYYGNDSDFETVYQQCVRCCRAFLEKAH
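Test system: LMPTP-A phosphatase enzyme. Amount: LMPTP-A at 0.625 nM final in the reaction. Reagent: OMFP substrate, 400 µM final. Times: 50 min at room temperature. Signal: endpoint fluorescence intensity from OMFP dephosphorylation. Read-out basis: % inhibition. Benchmarks: no-enzyme and uninhibited controls.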
DNMT1 block: blocks human DNA methyltransferase DNMT1; P26358; inhibition (reported as % activation of signal), % at 10 µM; DNMT1 molecular beacon, Hinp1I cleavage, fluorescence; actives 0.83% (n = 360,000); in the data active means inhibition above about 50%
SUMO1 PPI mod: SUMO1-SIM interaction modulation | SUMO1 binding to a labelled peptide, TR-FRET, 1 h | inhibition, % at 20 µM | actives 0.33% (n = 360,000); in the data active means inhibition above about 37%
Target sequence (P63165 whole entry, looked up): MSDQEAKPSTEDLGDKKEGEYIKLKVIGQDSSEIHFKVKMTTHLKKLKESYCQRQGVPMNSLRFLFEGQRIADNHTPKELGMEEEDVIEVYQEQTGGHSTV
The depositor's hits bear a star; i = inactive; . = no result given.

SMILES	Scp-1 inhibitor	NadD inh	STEP block	Neddyl block	Rpn11 block	Rin1-Abl PPI inh	CSN inh	LMPTP block	DNMT1 block	SUMO1 PPI mod
N#CCC(=O)Nc1nc(-c2ccc3c(c2)OCCO3)cs1	-3.3	-4.5	-2.1	i	i	-0.1	-2.2	-0.5	-19.2	4.0
Cc1cccc(Nc2ncnc3c2cnn3Cc2ccccc2)c1	-0.9	-1.6	-3.4	.	i	2.2	0.2	0.3	-1.2	2.6
O=C(c1ccc(OC2CCN(Cc3ccccc3O)CC2)cc1)N1CCCCC1	-4.5	-5.6	0.4	i	i	3.9	4.9	1.4	-1.8	-3.7
O=C(COc1ccccc1)Nc1nc(-c2ccc(S(=O)(=O)N3CCOCC3)cc2)cs1	-14.1	19.0	-2.4	i	i	-0.3	5.9	2.7	-6.5	-8.3
c1ccc(Oc2ccc(-n3cnnn3)cc2)cc1	-5.6	-2.8	0.0	i	i	1.1	1.3	0.1	3.9	2.1
CC1(c2ccc(Cl)cc2)NC(=O)N(CC(=O)c2ccc3c(c2)OCO3)C1=O (stereo not drawn)	-12.6	-2.5	-1.8	i	i	0.2	0.9	0.2	-2.5	3.1
Cc1cc(C)c2c(N=CN(C)C)c(C(=O)N3CCN(c4ncccn4)CC3)sc2n1	2.6	-2.5	-1.4	i	i	-2.0	-0.1	-1.0	-1.6	1.2
O=C(NNC(=S)NC(=O)c1ccccc1Cl)c1cccc([N+](=O)[O-])c1	-18.6	-4.7	5.0	i	i	-0.4	-0.4	-0.3	1.7	-28.1
Cc1ccc(Sc2cnc3ccccc3n2)cc1	-7.9	-11.7	-1.7	i	i	-5.6	1.4	2.1	0.7	-19.3
CC(C)C[C@H]1CN(CCCC[C@@H]2CNC(=O)C(=O)N2Cc2ccccc2)C(=O)C(=O)N1CCC1CCCCC1	.	18.5	.	i	.	.	-4.7	0.2	.	4.4
Cc1cccc(NC(=O)c2ccc(S(=O)(=O)N3CCOCC3)cc2)c1C	-4.8	-5.1	-0.3	i	i	4.0	0.6	-1.1	-1.0	3.0
Cc1cc(C(=O)N/N=C/c2ccc([N+](=O)[O-])cc2)c2ccccc2n1	-2.2	0.3	-2.0	i	i	-0.3	3.1	1.3	-1.2	-12.9
COc1ccc(OCc2nnc(SCC(=O)Nc3ccccc3F)o2)cc1	-5.8	-2.9	-2.1	i	i	3.9	-0.6	-0.6	0.7	6.6
NC(=O)CN1C(=O)C(=O)N(Cc2ccccc2Cl)C1=O	2.8	-0.8	-1.5	i	i	3.2	-2.7	-1.4	-0.8	-4.1
CSCCC(NC(=O)C1CCC(C)CC1)C(=O)NCCN1CCC(C)CC1 (stereo not drawn)	-7.9	-1.3	-2.4	i	i	-2.3	4.1	-2.0	-2.0	3.9
O=S(=O)(N1CCOCC1)N1CCCN(S(=O)(=O)N2CCOCC2)CC1	-11.2	2.7	1.4	i	i	1.3	-1.7	2.8	-0.1	-1.4
O=C1N(c2cccc(Cl)c2)C(c2ccccc2)N2CCCN12 (stereo not drawn)	0.0	1.6	-0.8	i	i	17.1*	10.0	-1.5	6.6	-2.1
COC(=O)c1ccc(N2CCC(c3cc(-c4ccc(OC)cc4)n[nH]3)CC2)c([N+](=O)[O-])c1	4.4	14.1	3.7	i	i	-1.8	-4.7	4.1	-13.5	-6.9
CC(=O)c1ccccc1NC(=O)COC(=O)C1=NN(c2ccccc2)C(=O)CC1	-6.9	-5.6	0.0	i	i	4.0	2.3	-2.0	-0.8	0.6
COc1ccc(C(=O)OCC(=O)Nc2cc(C)on2)cc1F	.	-0.9	0.1	i	i	-0.2	-1.0	0.6	1.3	-5.9
COc1ccc(-c2noc(C3CCCN(C(=O)c4ccc(F)cc4)C3)n2)cc1 (stereo not drawn)	-5.0	-4.0	3.8	i	i	1.3	2.2	-0.7	8.4	5.2
CCN(C(=O)CN1CCCCC1C)c1c(N)n(Cc2ccccc2)c(=O)[nH]c1=O (stereo not drawn)	-5.7	-5.0	0.6	i	i	6.8	-1.0	0.1	4.8	2.8
CCCC(C(=O)Nc1cc(S(=O)(=O)N2CCOCC2)ccc1OC)c1ccccc1 (stereo not drawn)	4.0	1.2	-0.1	i	i	-1.6	4.1	0.7	-1.9	-1.6
Cc1ccc(NC(=O)CSc2cn[nH]n2)cc1	-5.3	-2.0	-3.0	i	i	3.5	0.5	-1.0	5.8	6.2
Cc1cccc(N/C(=N/S(=O)(=O)c2ccccc2)c2ccccc2)n1	-10.5	0.3	3.6	i	i	0.2	1.4	-0.8	-0.5	8.9
Cc1ccccc1NC(=S)NC(=O)/C=C/c1ccco1	8.7	10.4	4.2	i	i	-1.8	13.3	-1.9	26.9	0.9
CN(c1ccccc1)S(=O)(=O)c1ccc(Cl)c(C(=O)Nc2ccncc2)c1	-7.7	-0.1	3.0	i	i	-0.6	-2.9	-1.2	-6.2	1.8
CCOC(=O)CNC(=O)c1cn(C)c(=O)c2cc(OC)c(OC)cc12	-3.6	1.1	-1.6	i	i	-4.2	-3.9	-0.1	-3.2	-1.3
COc1ccc2c(c1)OC(O)(C(F)(F)C(F)F)CC2=O (stereo not drawn)	3.5	-0.4	1.7	i	i	4.9	2.0	-0.3	14.0	1.4
Cc1ccc(CSc2nnc3c(n2)OC2(Nc4ccccc4-3)C(=O)Nc3ccc(F)cc32)cc1 (stereo not drawn)	3.1	12.6	4.0	i	i	-3.7	9.8	0.3	-8.1	-16.0
CC(C)CC(NC(=O)/C(=C/c1ccco1)NC(=O)c1ccc(Br)o1)C(=O)O (stereo not drawn)	40.8	-2.0	4.1	i	i	2.1	4.4	-1.2	10.0	2.3
Cc1nn2c(NCCN(C)C)c3c(nc2c1-c1ccccc1)CCC3	-10.7	-7.9	1.7	i	i	-0.5	2.2	1.9	-10.6	7.8
Cn1c(=O)c2ncn(CC(=O)NCCOc3ccccc3)c2n(C)c1=O	-8.0	1.6	-2.3	i	i	1.4	-3.7	-0.9	4.1	-0.1
COC(=O)c1ccc(NC(=O)CSc2nnc(-c3ccncc3)n2N)cc1	-4.3	9.4	18.9	i	i	-2.4	-3.9	0.0	-6.5	0.6
CCOc1ccccc1NC(=O)CCCc1nc2ccccc2c(=O)[nH]1	-6.4	-5.1	-2.5	i	i	3.0	-2.6	-1.4	1.5	-2.5
CCN1CCN(C(=O)Cn2ncc3c([nH]c4ccccc43)c2=O)CC1	-8.8	-2.2	0.3	i	i	6.6	-5.8	-0.3	2.1	-2.5
CC(=O)Nc1ccc(S(=O)(=O)Nc2ccc(C(=O)NCC(=O)O)cc2)cc1	-0.8	-6.6	1.2	i	i	-1.1	-4.0	-0.4	-0.6	4.0
O=C(COC(=O)c1cc(=O)[nH]c2ccccc12)NC(=O)c1ccccc1	-0.8	7.2	-2.4	i	i	-0.4	2.4	1.5	9.1	-13.3
CC(C)c1cccc(C(C)C)c1NC(=O)c1ccc(-c2cc(Cl)ccc2Cl)o1	.	15.7	0.7	i	i	0.9	-2.8	0.0	15.7	7.4
CCCCNC(=O)C1(C)CCN1C(=O)c1sccc1C (stereo not drawn)	.	-2.3	-0.4	i	i	-4.8	1.2	1.0	-0.8	-2.8

4 compounds from above, sorted by SMILES length, ascending:
SMILES	Scp-1 inhibitor	NadD inh	STEP block	Neddyl block	Rpn11 block	Rin1-Abl PPI inh	CSN inh	LMPTP block	DNMT1 block	SUMO1 PPI mod
CCCCNC(=O)C1(C)CCN1C(=O)c1sccc1C (stereo not drawn)	.	-2.3	-0.4	i	i	-4.8	1.2	1.0	-0.8	-2.8
CCN1CCN(C(=O)Cn2ncc3c([nH]c4ccccc43)c2=O)CC1	-8.8	-2.2	0.3	i	i	6.6	-5.8	-0.3	2.1	-2.5
O=C(COC(=O)c1cc(=O)[nH]c2ccccc12)NC(=O)c1ccccc1	-0.8	7.2	-2.4	i	i	-0.4	2.4	1.5	9.1	-13.3
CC(=O)Nc1ccc(S(=O)(=O)Nc2ccc(C(=O)NCC(=O)O)cc2)cc1	-0.8	-6.6	1.2	i	i	-1.1	-4.0	-0.4	-0.6	4.0

Following part:
SMILES	Scp-1 inhibitor	NadD inh	STEP block	Neddyl block	Rpn11 block	Rin1-Abl PPI inh	CSN inh	LMPTP block	DNMT1 block	SUMO1 PPI mod
CC/C(=C(/c1ccccc1)c1ccc(OCC[N+](C)(C)C)cc1)c1ccccc1	67.4*	11.0	4.0	i	i	2.7	0.9	-2.9	-5.7	-168.2
COC(=O)c1ccc(COc2ccc(F)cc2)o1	-7.5	-5.5	1.3	i	i	1.2	2.6	-0.4	5.6	6.1
COCOCCn1cc(CN2CCS(=O)(=O)N(Cc3ccc(-c4ccc(Cl)nc4)cc3)C(C)C2=O)nn1 (stereo not drawn)	.	-0.8	2.1	i	i	1.0	-4.3	-0.1	0.7	-2.2
O=C(COC(=O)/C=C/c1cccc(Br)c1)Nc1cccc(S(=O)(=O)NC2=NCCC2)c1	1.1	-2.2	-2.0	i	i	-0.1	-2.4	0.6	-3.7	-3.5
CC(C)CNC(=O)COc1ncnc2sccc12	-9.4	-3.5	-0.9	i	i	2.6	-4.4	0.3	2.9	-1.6
CCCCCC(=O)N1C[C@H](n2cc(COC(=O)c3ccccc3)nn2)[C@@H](O)C[C@@H]1c1ccc(OC)cc1	.	-5.6	2.3	i	i	-0.4	1.4	-0.5	-2.7	-2.4
COc1ccccc1N1CCN(C2CCCN(C(=O)c3ccsc3)C2)CC1 (stereo not drawn)	2.3	-11.4	-1.5	i	i	1.2	-2.8	0.7	-1.6	1.9
O=C(NCC(=O)N(c1ccc2c(c1)OCCO2)C(C(=O)NC1CCCC1)c1ccco1)c1ccco1 (stereo not drawn)	3.2	-3.9	-0.7	i	i	-3.4	0.9	0.7	0.1	-0.4
CCn1c(C)nc2cc(C(=O)N/N=C/c3ccc(O)c(O)c3O)ccc21	20.0	13.9	1.2	i	i	45.2*	7.3	6.6	-2.8	9.3
CC(=O)Nc1cc2nc(C)n(Cc3ccccc3[N+](=O)[O-])c2nc1C	-1.2	-2.0	-1.3	i	i	-3.1	-0.1	0.0	-1.1	-2.8
CCCCCCN1CCN(C2CN(Cc3ccccc3)S(=O)(=O)C2)CC1 (stereo not drawn)	.	-6.2	-1.8	i	i	-3.6	-3.4	-2.0	2.6	-2.4
c1ccc(COc2ccc(CN3CCN(c4ccccn4)CC3)cc2)cc1	8.5	-10.6	-4.5	i	i	0.0	2.1	-2.1	-4.4	-1.2
COc1ccc(/C=C(/NC(=O)c2ccccc2Cl)C(=O)O)cc1	14.6	0.4	1.1	i	i	3.2	1.3	-0.8	3.0	-0.6
CCc1ccc(N(C(=O)CNC(=O)c2ccco2)C(C(=O)NC2CCCC2)c2ccncc2)cc1 (stereo not drawn)	-4.8	0.1	-1.9	i	i	2.4	-1.1	-1.1	0.3	-0.1
